# Compound activity from PubChem BioAssay.
# GPR151 activ – activators of human GPR151; PathHunter beta-arrestin GPR151 cells, luminescence; activation, % at 11.2 µM; actives 1% (n = 650,000); in the data active = activation above about 4.9%;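 note: 0% = median of compound wells and 100% = cells with positive control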
# TEAD-YAP block – TEAD-YAP interaction inhibition; actives 1.4% (n = 640,000); inhibition, % at 9.12 µM; HEK-TIYL cells, TEAD-Gal4/YAP UAS-luciferase luminescence; AID 1259422; in the data active = inhibition above about 32%;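 note: 0% = median of test compound wells and 100% = reference inhibitor wells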
# FBW7 act – activators of human E3 ligase FBW7; actives 0.13% (n = 650,000); AlphaScreen FBW7–phospho-cyclin E peptide binding, activator screen; AID 1259310; Q969H0; normalized activity (activation), % at 26.1 µM; in the data active = normalized activity above about 1.9%;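 note: purified mutant Fbw7 with reduced substrate affinity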
# Target sequence (Q969H0 whole entry, looked up): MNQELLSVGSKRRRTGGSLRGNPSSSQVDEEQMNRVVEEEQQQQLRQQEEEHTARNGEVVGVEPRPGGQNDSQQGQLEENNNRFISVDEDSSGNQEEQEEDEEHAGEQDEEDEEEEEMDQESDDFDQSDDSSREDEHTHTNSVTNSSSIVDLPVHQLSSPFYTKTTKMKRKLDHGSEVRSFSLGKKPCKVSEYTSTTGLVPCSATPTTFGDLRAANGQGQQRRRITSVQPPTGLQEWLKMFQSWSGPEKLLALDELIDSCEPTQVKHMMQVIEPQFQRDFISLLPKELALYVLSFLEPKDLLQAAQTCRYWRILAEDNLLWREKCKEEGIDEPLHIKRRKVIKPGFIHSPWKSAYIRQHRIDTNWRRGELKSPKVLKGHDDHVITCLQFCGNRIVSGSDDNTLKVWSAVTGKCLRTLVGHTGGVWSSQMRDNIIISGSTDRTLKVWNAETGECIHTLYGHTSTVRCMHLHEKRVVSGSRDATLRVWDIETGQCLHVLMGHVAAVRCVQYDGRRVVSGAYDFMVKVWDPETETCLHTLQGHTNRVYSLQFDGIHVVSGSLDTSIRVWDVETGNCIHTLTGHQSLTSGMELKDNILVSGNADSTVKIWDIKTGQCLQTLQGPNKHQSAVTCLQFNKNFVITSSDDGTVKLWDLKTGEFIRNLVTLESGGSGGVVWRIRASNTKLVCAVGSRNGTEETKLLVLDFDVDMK
# MITF primary – blocks human microphthalmia-associated transcription factor. AlphaScreen MITF homodimerization, bead proximity signal. inhibition, % at 2.6 µM. O75030. actives 0.91% (n = 650,000). AID 1259374; in the data active = inhibition above about 50%;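 note: 0% = vehicle wells with protein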
# An asterisk follows results filed as active.
SMILES,GPR151 activ,TEAD-YAP block,FBW7 act,MITF primary
COc1ccccc1C(=O)N1CCN(C(=O)COc2ccc(Cl)cc2)CC1,2.1,5.3,-0.2,1.8
CCCCCC1COC(c2ccc(OC(=O)/C=C/c3ccc([N+](=O)[O-])cc3)cc2)OC1 (centres undefined),2.8,0.9,-0.2,-11.7
Cc1ccnc(SCc2cc(=O)c(OC(=O)COc3ccc(F)cc3)co2)n1,-1.3,-2.8,0.1,0.9
CC(=O)NCCc1ccc(O)c(-c2c(O)c(O)c3c(c2O)C(=O)c2c(cc(O)c(C(=O)O)c2C(=O)O)C3=O)c1,-1.0,-7.4,-0.4,38.8
O=C(O)CCSc1nnc(-c2ccncc2)n1-c1ccccc1,-1.3,-7.0,0.0,7.7
COc1ccc(OC)c(NC(=O)C(=O)NCc2ccc(F)cc2)c1,1.1,5.7,-0.1,-5.5
COc1ccc(C2Nc3ccccc3C(=O)N2Cc2ccco2)cc1COc1ccc(NC(C)=O)cc1 (centres undefined),0.6,-2.3,-0.1,15.8
Cc1ccc(C2OC3(C(=O)c4ccccc4C3=O)C3C(=O)N(c4ccccc4C(F)(F)F)C(=O)C23)cc1 (centres undefined),2.2,10.7,0.8,-6.0
CC(=O)C1=C(c2ccccc2)N(C(C)=O)n2c(nnc2-c2ccccc2)S1,-1.4,9.5,-0.5,19.5
CCN(CC)C(=O)c1c[nH]c2ccc(S(=O)(=O)N3CCc4ccccc4C3)cc2c1=O,-0.3,15.9,-0.1,-7.3
O=C(Nc1cnn(CC(=O)N2CCCCC2c2cccc(F)c2)c1)c1ccccn1 (centres undefined),2.7,-44.7,0.1,4.7
O=C(CSc1nc2ccc(N3CCCCC3)cc2c(=O)n1Cc1ccccc1)NCCc1ccccc1,0.5,-1.7,0.6,8.5
CC(=O)Nc1ccc(N2C(=O)c3cccc4cccc(c34)C2=O)cc1,-1.4,11.4,0.0,2.7
COc1ccc(/C=N/NC(=O)CSc2ccc(Cl)cc2)c(OC)c1,-0.1,1.8,0.0,7.5
COc1ccc(NC(=O)CC2Oc3ccc(C)cc3NC2=O)cc1Cl (centres undefined),1.8,1.1,-0.1,14.3
COc1ccc(-c2nnc(-c3ccc([N+](=O)[O-])cc3)o2)cc1,0.5,4.3,-0.1,0.2
NC(=S)Nc1cccc(C(F)(F)F)c1,0.3,6.1,-0.2,-10.0
O=c1c2nccnc2[nH]c(=S)n1Cc1ccco1,0.4,10.8,0.0,15.3
O=C1CCCN1CCn1cnc2c(NCCc3ccc(O)cc3)nc(NCCN3CCOCC3)nc21,2.4,-5.1,0.1,-13.3
CCOc1ccc(NC(=O)c2ccc(CNc3c(N4CCCC4)c(=O)c3=O)cc2)cc1,-0.3,-4.3,-0.2,9.0
Cn1c(=O)c2sccc2n2c(CCCC(=O)N3CCCCC3)nnc12,0.4,1.3,0.0,4.5
CC(C)CN1C(=O)NC(Cc2cccc(F)c2)(C2CCN(C(=O)C3CC3)CC2)C1=O (centres undefined),-0.1,0.8,0.0,11.8
COc1ccc(OC)c(C2C3=C(Nc4c2c(=O)n(C)c(=O)n4C)c2ccccc2C3=O)c1 (centres undefined),0.0,0.8,-0.1,0.6
CCOC(=O)c1nnn(-c2nonc2N)c1CNc1ccccc1,0.0,4.0,0.4,12.7
CCOc1ccc(/C=C/C(=O)N2CCCCC2)cc1OC,-0.8,-26.5,0.5,1.1

# Further compounds follow:
SMILES,GPR151 activ,TEAD-YAP block,FBW7 act,MITF primary
COCCNC(=O)CCC1CCN(Cc2ccc(SC)cc2)CC1,-1.8,-1.8,0.0,-2.7
COc1ccc2[nH]cc(CCn3ccc(=O)c(C)c3C)c2c1,1.6,7.0,0.4,-6.0
CC[C@@H](C)NC(=O)CCCN1C(=O)COc2ccc(C)cc21,-1.1,-8.3,0.6,-3.8
Cc1cc(C)cc(-n2c(C)nc3cc(C(=O)NC4CCCCCC4)ccc32)c1,1.2,-7.3,-0.2,2.5
COCCn1c(CCC(=O)NCc2ccc(C)cc2)nc2cccnc21,0.3,-2.3,0.0,-11.4
COc1cccc(/C=C2\N=C(c3c(-c4ccccc4)noc3C)OC2=O)c1,-1.0,-7.5,-0.1,6.5
COc1ccc2nc(SCC(=O)Nc3ccc(I)cc3)[nH]c2c1,0.2,-3.0,0.0,9.3
CCOC(=O)c1cnc(SCC(=O)Nc2nc(-c3ccccc3)cs2)nc1N,-0.9,-6.0,0.2,15.1
Oc1ccc(CNc2ccccc2Br)c2cccnc12,0.0,6.1,0.1,71.3*
O=C(COc1ccccc1Cl)NNC(=O)C1CCCO1 (centres undefined),-0.1,-6.2,0.0,9.6
O=C(CSc1nnc(Cc2ccccc2)n1-c1ccccc1)n1c2c(c3ccccc31)CCCC2,0.9,5.8,0.1,4.2
O=C(ON=C1CCN(Cc2ccccc2)CC1)c1ccc(Br)cc1,0.0,-2.6,0.2,-12.5
COc1ccccc1-n1c(=S)sc2c(=O)n(-c3ccccc3)c(SCC(=O)c3ccc(Cl)cc3)nc21,-0.1,-8.8,0.5,67.7*
CC(=O)Nc1ccc(NC(=S)NC(=O)c2ccccc2I)cc1,-0.7,-43.4,-0.2,-8.1
CCOC(=O)CN(Cc1sccc1C)C(=O)Nc1cccc(OC)c1,-2.2,-18.9,-0.1,-7.4
Cc1cc(NS(=O)(=O)c2ccc(NC(=O)COc3c(C)ccc(C)c3C)cc2)no1,0.2,-6.4,0.0,4.1
Cc1[nH]c2ccccc2c1C1N=C(N)Nc2nc3ccccc3n21 (centres undefined),-0.8,-4.1,0.0,7.3
CCN(CC)c1nc(NC2CCN(Cc3ccccc3)CC2)nc(N2CCOCC2)n1,4.7,1.5,-0.1,3.4
CCOC(=O)C1CCN(C(=O)c2ccc3c(c2)NC(=O)c2ccccc2N3)CC1,-0.3,11.4,0.1,17.2
COc1ccc(-c2cccc(C(=O)Nc3cc(OC)c(OC)c(OC)c3)n2)cn1,1.0,31.2,0.0,16.4
O=C(/C=C/c1ccco1)c1ccc(Br)cc1,-0.3,-8.0,-0.3,6.0
COC1=Nc2ccccc2/C1=C\N(C)C,-0.8,0.8,0.1,-13.7
O=C(Cn1ncc(Cl)c(Cl)c1=O)NCC1CCCO1 (centres undefined),0.9,-3.3,0.0,-1.6
Cc1cc(=O)n2[nH]c(-c3ccc(F)cc3)cc2n1,-1.9,-31.1,0.1,7.4
COc1ccc(C(=O)Nc2ccc(S(N)(=O)=O)cc2)cc1[N+](=O)[O-],-0.5,7.4,0.2,-7.2

# Next entries:
SMILES,GPR151 activ,TEAD-YAP block,FBW7 act,MITF primary
O=C(N/N=C/c1cccc(Cl)c1)c1cc([N+](=O)[O-])cc([N+](=O)[O-])c1,-0.6,11.8,0.1,9.0
CC(C)N(CCNC(=O)c1cncc(-c2cccs2)c1)C(C)C,-1.5,-0.5,0.2,16.9
CCc1ccccc1OCC(=O)Nc1sc2c(c1C(N)=O)CCC(C)C2 (centres undefined),-1.0,3.3,0.1,25.3
CCOc1ccc(-n2nc3ccc(NC(=O)c4ccc(F)cc4)cc3n2)cc1,-1.2,4.0,0.2,-2.8
COc1ccc(N2CC(O)(c3ccc4c(c3)OCCO4)[N+]3=C2CCCC3)cc1 (centres undefined),0.4,0.1,0.0,1.4
Cc1sc2nc(-c3cccnc3)nc(SCCO)c2c1-c1ccccc1,0.8,-31.2,-0.1,0.8
O=C(/C=C/c1cccc([N+](=O)[O-])c1)NCCCn1ccnc1,1.5,-5.0,-0.2,-2.8
CCc1ccc2c(c1)c1nnc(SCCN3CCOCC3)nc1n2C,1.1,16.2,-0.2,-0.3
COc1cc2nc(Oc3ccccc3)nc(NCc3cccc(C(F)(F)F)c3)c2cc1OC,2.2,47.4*,-0.1,-1.7
Cc1nnn(C23C[C@@H]4C[C@@H](CC(CC(=O)Nc5ccc(Br)c(C)c5)(C4)C2)C3)n1,-1.5,-9.4,-0.2,-0.1
CCOC(=O)/C=C1\Nc2ccccc2NC1=O,-0.9,-1.7,0.0,14.8
CCc1c(C)sc2ncn3c(=O)n(CCC(N)=O)nc3c12,-1.7,8.3,0.0,11.5
CC1(C)C(C#N)=C(N)OC2=C1C(=O)CCC2,0.7,6.4,0.0,11.1
COc1ccc(Cl)cc1C(=O)N1CCC(Cc2ccccc2)CC1,-0.5,-7.3,0.0,1.6
CC(=O)Nc1cc(CNCCC(C)c2ccccc2)cc(C(=O)N2CCN(C)CC2)c1 (centres undefined),0.7,2.8,-0.1,5.0
O=C(NCc1ccccc1)c1cc(NC2CCC(O)CC2)nc2ccccc12 (centres undefined),-0.5,3.4,-0.1,0.9
O=C1N2CCSC2=NC1(Nc1nc2ccccc2s1)C(F)(F)F (centres undefined),0.5,-12.3,-0.1,-6.0
COc1cc(CN2CCC3(CCC(CNC(=O)c4ccco4)O3)CC2)ccc1O (centres undefined),-1.0,1.4,-0.1,9.8
COc1ccc(-c2cc(C(=O)N3CCOCC3)no2)cc1,-4.1,21.9,0.2,6.4
Cc1ccnc(NS(=O)(=O)c2ccc(NC(=O)CCOc3ccccc3)cc2)n1,0.9,5.5,0.2,6.7
N#Cc1nc(-c2ccccc2F)oc1NC1CC1,0.7,-37.6,0.1,12.5
Cc1cc(OCC(=O)Nc2cc([N+](=O)[O-])ccc2F)ccc1Br,-0.7,-1.1,-0.1,16.4
CC(C)NC(=O)CC1CSc2nc3c(cnn3-c3ccc(F)cc3)c(=O)n21 (centres undefined),-1.9,-5.2,-0.1,-7.8
COc1ccc(CNCCC(c2ccccc2)C2CCOC(C)(C)C2)cc1 (centres undefined),0.0,4.2,0.0,10.9
CCc1nnc(NC(=O)c2ccc(COc3ccc(C)cc3)o2)s1,-0.6,-1.3,0.5,15.1
COc1cccc(CN2CCNC(=O)C2CC(=O)NCCc2cccc(F)c2)c1OC (centres undefined),0.0,-12.6,0.1,-15.0
CC(=O)c1ccc(C23CC4CC(CC(C4)C2)C3)cc1,-0.3,-2.6,-0.1,3.4
Cc1cccc(NC(=O)C2CCC(=O)N2)c1 (centres undefined),-0.8,2.0,0.3,0.2
CN(Cc1ccon1)C(=O)CC1C(=O)NCCN1C1Cc2ccccc2C1 (centres undefined),2.4,-2.5,0.0,9.2
Cc1cc(=O)[nH]c2sc(C(=O)N3c4ccccc4CC3C)c(N)c12 (centres undefined),0.5,-7.1,0.1,18.4

# 20 compounds already listed, sorted by SMILES length, rising.
SMILES,GPR151 activ,TEAD-YAP block,FBW7 act,MITF primary
Cc1cccc(NC(=O)C2CCC(=O)N2)c1 (centres undefined),-0.8,2.0,0.3,0.2
CC1(C)C(C#N)=C(N)OC2=C1C(=O)CCC2,0.7,6.4,0.0,11.1
COc1ccc(-c2cc(C(=O)N3CCOCC3)no2)cc1,-4.1,21.9,0.2,6.4
CC(=O)c1ccc(C23CC4CC(CC(C4)C2)C3)cc1,-0.3,-2.6,-0.1,3.4
CCc1c(C)sc2ncn3c(=O)n(CCC(N)=O)nc3c12,-1.7,8.3,0.0,11.5
COc1ccc(Cl)cc1C(=O)N1CCC(Cc2ccccc2)CC1,-0.5,-7.3,0.0,1.6
CC(C)N(CCNC(=O)c1cncc(-c2cccs2)c1)C(C)C,-1.5,-0.5,0.2,16.9
Cc1sc2nc(-c3cccnc3)nc(SCCO)c2c1-c1ccccc1,0.8,-31.2,-0.1,0.8
COc1ccc(CNCCC(c2ccccc2)C2CCOC(C)(C)C2)cc1 (centres undefined),0.0,4.2,0.0,10.9
CCc1ccccc1OCC(=O)Nc1sc2c(c1C(N)=O)CCC(C)C2 (centres undefined),-1.0,3.3,0.1,25.3
O=C(/C=C/c1cccc([N+](=O)[O-])c1)NCCCn1ccnc1,1.5,-5.0,-0.2,-2.8
Cc1cc(OCC(=O)Nc2cc([N+](=O)[O-])ccc2F)ccc1Br,-0.7,-1.1,-0.1,16.4
Cc1cc(=O)[nH]c2sc(C(=O)N3c4ccccc4CC3C)c(N)c12 (centres undefined),0.5,-7.1,0.1,18.4
COc1cc(CN2CCC3(CCC(CNC(=O)c4ccco4)O3)CC2)ccc1O (centres undefined),-1.0,1.4,-0.1,9.8
COc1cccc(CN2CCNC(=O)C2CC(=O)NCCc2cccc(F)c2)c1OC (centres undefined),0.0,-12.6,0.1,-15.0
Cc1ccnc(NS(=O)(=O)c2ccc(NC(=O)CCOc3ccccc3)cc2)n1,0.9,5.5,0.2,6.7
COc1ccc(N2CC(O)(c3ccc4c(c3)OCCO4)[N+]3=C2CCCC3)cc1 (centres undefined),0.4,0.1,0.0,1.4
COc1cc2nc(Oc3ccccc3)nc(NCc3cccc(C(F)(F)F)c3)c2cc1OC,2.2,47.4*,-0.1,-1.7
O=C(N/N=C/c1cccc(Cl)c1)c1cc([N+](=O)[O-])cc([N+](=O)[O-])c1,-0.6,11.8,0.1,9.0
Cc1nnn(C23C[C@@H]4C[C@@H](CC(CC(=O)Nc5ccc(Br)c(C)c5)(C4)C2)C3)n1,-1.5,-9.4,-0.2,-0.1
